# Bioassay records as filed in PubChem BioAssay.
# a7 integrin act = qHTS for Activators of Integrin-Mediated Alleviation for Muscular Dystrophy | alpha7betagal myoblasts, beta-gal FDG fluorescence, 48 h | Potency, µM (highest dose often 38.3 µM), without a hit: at the highest dose activation, actives largely listed as activators | 350,000 compounds, 0.064% hits | AID 624291, 2012;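 further: potency means the concentration at half of the fitted maximal effect; 100% = response of the positive control SU9516; nearly all actives have a fitted effect of over 60% in size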
#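 Alpha7betagal+/- myoblasts (passage 13) were plated 16-24 hr, then exposed to compounds (1:260 dilution of DMSO stock) for 48 hours at 37C. After MPER lysis, β-galactosidase reporter activity was read as FDG fluorescence (ex 480/em 540) after 30 minutes.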
# S-ASM inh = Inhibitors of Secretory Acid Sphingomyelinase (S-ASM): qHTS; Sphingomyelin phosphodiesterase (Homo sapiens), P17405; placental ASM, HMU-PC fluorogenic substrate, 60 min; Potency, µM (doses to about 57.5 µM), without a hit: at the highest dose activity change, negative = inhibition, hits mostly inhibitors; 340,000 compounds, 0.006% hits; AID 504937, 2011; further: potency means the concentration at half of the fitted maximal effect
#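 Steps: dispense placental human ASM, pin compound, wait 10 min at room temperature, add HMU-PC0 substrate at 9 uM final, incubate 60 min at 37 °C, add stop solution raising pH to 10, read fluorescence.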
# PKM2 activator = qHTS Assay for Activators of Human Muscle isoform 2 Pyruvate Kinase | 260,000 compounds, 0.34% hits | purified PKM2, Kinase-Glo ATP luminescence, activation; response scale: 0% is enzyme alone, no compound | Potency, µM (top dose mostly 57.5 µM), inactives show at the top dose activation, most hits filed as activators | Pyruvate kinase PKM (Homo sapiens), P14618; further: potency means the concentration at half of the fitted maximal effect; on the % scale 0 is the no-effect control and ±100 the full control effect; nearly all actives have a fitted effect of over 55% in size
#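 hPK-M2, >95% pure; 0.1 mM ADP / 0.5 mM PEP final; imidazole pH7.2 buffer w/ 7 mM MgCl2, 50 mM KCl; 1 h RT; Kinase-Glo lum. Intermediate enzyme activity for dual inhibitor/activator qHTS.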
# B2AR arrestin = qHTS assay of beta-arrestin-biased ligands of beta2-adrenergic receptor | beta-arrestin recruitment to beta2AR, cell-based reporter | Potency, µM (titrated, usually from 46.1 µM), inactives show at the highest dose activation, hits mostly activators | 330,000 compounds, 0.02% hits;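 further: potency means the concentration at half of the fitted maximal effect; 0% = DMSO controls and full agonism = EC100 isoproterenol or metaproterenol; nearly all actives have a fitted effect of over 65% in size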
# Target sequence (P07550 whole entry, looked up): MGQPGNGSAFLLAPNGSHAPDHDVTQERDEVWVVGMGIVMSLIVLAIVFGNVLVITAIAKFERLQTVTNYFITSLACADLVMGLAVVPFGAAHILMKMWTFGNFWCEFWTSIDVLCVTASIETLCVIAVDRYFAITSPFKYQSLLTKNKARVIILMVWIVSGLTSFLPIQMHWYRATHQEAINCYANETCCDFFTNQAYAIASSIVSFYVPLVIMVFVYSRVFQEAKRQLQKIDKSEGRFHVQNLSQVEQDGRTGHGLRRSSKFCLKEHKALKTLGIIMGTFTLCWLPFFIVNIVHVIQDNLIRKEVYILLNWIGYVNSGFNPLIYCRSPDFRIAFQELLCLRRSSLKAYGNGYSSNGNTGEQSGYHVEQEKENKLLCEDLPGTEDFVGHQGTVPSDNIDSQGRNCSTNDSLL
# Menin MLL FP TR = qHTS Assay for Inhibitors Targeting the Menin-MLL Interaction in MLL Related Leukemias: Competition With Texas Red Labeled MLL-derived Mutant Peptide | AID 1768, 2009 | 270,000 compounds, 0.23% hits | Menin + Texas Red MLL mutant peptide, fluorescence polarization | O00255 | Potency, µM (titrated, usually from 61.6 µM), without a hit: top-dose FP activity change, negative = inhibition, most hits filed as inhibitors; active means well fitted inhibition curve with a large enough effect in the polarisation, with a control signal flat, not every such curve was filed as active; inconclusive means small, poorly fitted or top-dose-only effect, or effect the other way, or a change in a side signal; inactive means no such curve, though single readings can be large or run the other way; the % refers to the polarisation; further: potency means the concentration at half of the fitted maximal effect; % of control where 0% means no effect; many of its hits are not listed in these tables
# GALK inhibitor = qHTS Assay for Inhibitors of Human Galactokinase (GALK); Purified GALK, Kinase-Glo residual ATP luminescence; 270,000 compounds, 0.007% hits; AID 1868, 2009; Potency, µM (top dose mostly 57.5 µM), inactives show top-dose activity change, negative = inhibition, most hits filed as inhibitors; further: potency means the concentration at half of the fitted maximal effect; on the % scale 0 is the no-effect control and ±100 the full control effect
#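 Compounds were pin-transferred into ATP buffer (35 uM final), then GALK plus galactose (5 nM, 100 uM final) was added. After 1 h at room temperature, Kinase-Glo Plus was added and luminescence read after 10 min.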
# TSG101-PTAP inh = qHTS Assay for Iinhibitors of HIV-1 Budding by Blocking the Interaction of PTAP/TSG101; Tumor susceptibility gene 101 protein (Homo sapiens), Q99816; Fluorescence polarization, FITC-PTAP peptide / Tsg101 binding; Potency, µM (titrated, usually from 115 µM), inactives show at the highest dose activity change, negative = inhibition, usual class: inhibitors; 340,000 tested, under 10 active; AID 493005, 2010; active means well fitted inhibition curve with a large enough effect in the main read-out, with a control signal flat, not every such curve was filed as active; inconclusive means small, poorly fitted or top-dose-only effect, or effect the other way, or a change in a side signal; inactive means no such curve, though single readings can be large or run the other way; further: potency means the concentration at half of the fitted maximal effect; % of control where 0% means no effect
#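 Steps: Tsg101 binding domain dispensed (10 uM final), compounds pinned in DMSO, FITC-labeled PTAP-motif peptide added (50 nM final); after 20 min binding at room temperature, polarization measured.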
# FBPA coupling cs = qHTS Assay for Inhibitors of Fructose-1,6-bisphosphate Aldolase from Giardia Lamblia: Coupling assay counterscreen; AID 2472, 2010; 290,000 compounds, 0.67% hits; activity change, negative = inhibition, % at 58.2 µM, hits read low; coupling enzyme system counterscreen, AmpLite Red fluorescence; in the data active means activity change below about -30%; further: on the % scale 0 is the no-effect control and ±100 the full control effect
#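 Counterscreen lacking aldolase: glyceraldehyde-3-phosphate coupling-enzyme reagent preincubated 10 min at RT with compound (at 57.5 uM final), then substrate/coupling system with AmpLite Red added; fluorescence read at 525/598 nm after 20 min RT.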
# Tb PFK block = qHTS Assay to Find Inhibitors of T. brucei phosphofructokinase | ATP-dependent 6-phosphofructokinase (Trypanosoma brucei brucei), O15648 | T. brucei PFK, ADP-Glo luminescence | Potency, µM (top dose mostly 57.5 µM), without a hit: top-dose activity, negative = inhibition, most hits filed as inhibitors | 330,000 compounds, 0.17% hits | AID 485367, 2010;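 further: potency means the concentration at half of the fitted maximal effect; 0% = uninhibited 1x PFK enzyme wells and -100% = no-enzyme wells; nearly all actives have a fitted effect of over 60% in size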
# Target sequence (O15648 whole entry, looked up): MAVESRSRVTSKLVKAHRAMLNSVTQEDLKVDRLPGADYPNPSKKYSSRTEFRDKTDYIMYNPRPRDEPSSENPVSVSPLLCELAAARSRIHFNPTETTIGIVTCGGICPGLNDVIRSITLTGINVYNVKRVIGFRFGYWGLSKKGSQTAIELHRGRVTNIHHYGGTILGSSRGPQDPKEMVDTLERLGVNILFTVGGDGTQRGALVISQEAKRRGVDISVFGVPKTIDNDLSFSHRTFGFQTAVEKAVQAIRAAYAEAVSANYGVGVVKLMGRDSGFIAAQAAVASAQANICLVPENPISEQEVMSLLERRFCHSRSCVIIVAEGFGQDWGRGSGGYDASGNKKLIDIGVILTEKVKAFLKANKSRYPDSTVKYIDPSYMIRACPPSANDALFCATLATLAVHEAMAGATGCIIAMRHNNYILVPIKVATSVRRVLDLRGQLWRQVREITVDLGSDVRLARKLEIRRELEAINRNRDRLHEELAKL
#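 PFK 1.25 nM, F6P 0.5 mM, ATP 0.1 mM, 0.1 M TEA pH 8.0, 5 mM MgCl2, 0.01% Tween20, 0.1% BSA; 45 min RT. ADP-Glo readout. qHTS titration up to 57 uM; curves fitted, compounds curve-classed.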
# Chronic BCR inh = qHTS Assay to Find Inhibitors of Chronic Active B-Cell Receptor Signaling | ABC-DLBCL IkBa-CBG/CBR reporter, luminescence ratio, 4 h | Potency, µM (doses to about 46.1 µM), inactives show at the top dose ratio change, negative = lower green/red ratio, usual class: inhibitors | 340,000 compounds, 0.05% hits; active means well fitted inhibition curve with a large enough effect in the signal ratio, with a control signal flat, not every such curve was filed as active; inconclusive means small, poorly fitted or top-dose-only effect, or effect the other way, or a change in a side signal; the % refers to the signal ratio;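 further: potency means the concentration at half of the fitted maximal effect; plate controls were basal doxycycline-induced cells for no effect and cells given 10 µM MG132 for full effect; MG132 reads +100%, hits lower the ratio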
#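 Concentration-response series (up to 46 uM) were applied to TMD8 dual-reporter cells for 4 h at 37C with doxycycline. Green/red ratio, after filter-overlap correction, defined %Activity; red signal alone was normalised to basal cells and zero luminescence.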
# Giardia kill = Small Molecules that selectively kill Giardia lamblia: qHTS | Giardia lamblia trophozoite viability | activity change, % at 7.66 µM, hits read low | 340,000 compounds, 0.15% hits | AID 540267, 2011; in the data active means activity change below about -80%; inconclusive means between about -30% and that limit;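 further: parasites exposed to compound for two days anaerobically before the ATP read; on the % scale 0 is the no-effect control and ±100 the full control effect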
#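 Giardia lamblia trophozoites (100 cells/well) were incubated with compounds for 48 h at 37 deg C under anaerobic conditions. Viability was read as ATP content by one-step luminescence after 15-30 min at room temperature.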
# * hit, by the source's call; i = inactive; ? = inconclusive; nt = not tested or not shown; [ ] = dose if it differs, or a comment. Unless noted, the call rests on the fitted dose curve; in most records, active means well fitted curve in the direction sought with a large enough effect; inconclusive means small, poorly fitted or top-dose-only effect, or another doubt; inactive means no such curve, though single readings can be large; an effect the other way counts as inactive or inconclusive.
SMILES,a7 integrin act,S-ASM inh,PKM2 activator,B2AR arrestin,Menin MLL FP TR,GALK inhibitor,TSG101-PTAP inh,FBPA coupling cs,Tb PFK block,Chronic BCR inh,Giardia kill
COc1ccccc1C1C2=C(CCCC2=O)N(CC(=O)O)C2=C1C(=O)CCC2,-13.6%,i,-0.5%,-0.3%,1.4%,0.0%,0.4%,-4.5,1.8%,-1.7%,5.5
O=C(N1CCN(CCO)CC1)N1c2ccccc2C=Cc2ccccc21,-27.7%,1.4%,-2.4%,0.4%,1.5%,0.3%,0.4%,-1.8,1.1%,-1.7%,29.8
Cc1ncc(CO)c2c1Oc1nc(-c3ccccc3)nc(SCC(=O)N3CCOCC3)c1C2,0.0%,2.0%,nt,0.1%,nt,-7.1%,-8.3%,nt,5.6%,?,-4.7
COc1ccc(C(=O)Nc2ccc(O)cc2C(=O)O)cc1,-16.8%,1.3%,-25.8%,-0.2%,-1.5%,1.1%,0.3%,-22.0,-0.6%,?,-28.3
COc1ccc2c(-c3ccccc3)cc3nnnn3c2c1,-10.1%,-0.8%,-5.8%,0.4%,-12.2%,6.0%,-7.9%,5.8,6.6%,?,6.3
NC(=O)C(c1ccccn1)c1ncc(C(F)(F)F)cc1Cl (stereo not given),?,0.1%,0.3%,-0.3%,11.8%,-2.1%,-6.6%,2.5,2.1%,-1.7%,-3.2
COc1ccc(C(=O)NCc2cccnc2)cc1S(=O)(=O)N1CCCc2ccccc21,-1.8%,1.1%,6.5%,-0.3%,0.4%,-1.1%,1.1%,-1.7,1.5%,3.4%,7.2
COc1ccccc1NS(=O)(=O)c1cn(C)cn1,24.7%,0.7%,nt,-0.1%,-5.2%,1.4%,-2.4%,5.1,0.9%,-1.2%,1.1
O=C(C1Cc2ccccc2CN1S(=O)(=O)c1ccc(F)cc1)N1CCCCCC1 (stereo not given),44.0%,2.7%,-4.8%,-0.5%,nt,6.9%,-0.9%,2.2,0.9%,24.4%,2.4
COC(=O)C1=NN(C(=O)c2ccc(Br)cc2)C(O)(C(C)(C)C)C1 (stereo not given),-3.1%,-1.7%,-5.7%,-0.8%,-4.8%,2.7%,-0.5%,3.4,0.0%,?,-8.7
CC1CCN(C(=O)c2ccc3c(c2)NC(=O)CN3)CC1,-6.9%,50.8%[activator],-7.1%,0.4%,-9.4%,-1.7%,?,0.5,2.3%,0.0%,-12.4
Nc1nc(SCC(=O)Nc2ncc(Cl)cc2Cl)n[nH]1,-7.6%,2.0%,nt,-0.2%,nt,nt,-2.0%,nt,-10.1%,0.0%,-1.6
Cc1nn(C)cc1/C=C1\CCC/C(=C\c2cn(C)nc2C)C1=O,-21.9%,16.8%,-18.5%,-0.7%,nt,-3.3%,-3.6%,-3.3,0.8%,?,-2.3
Cc1ccnc(NS(=O)(=O)c2ccc(NC(=O)c3oc4ccccc4c3C)cc2)n1,5.7%,20.8%,7.6%,-0.6%,25.9%,-3.3%,-4.7%,2.0,4.2%,?,-6.7
COc1cc2c(cc1OC)C(=O)N1[C@H]3c4ccccc4OC[C@@H]3[C@H](c3ccccc3)[C@]1(C)C(=O)N2,14.4%,-2.9%,nt,-0.3%,nt,nt,-2.5%,nt,-3.1%,16.4%,5.6
O=C(Nc1ccncc1)C1CCN(S(=O)(=O)c2ccc(Cl)c(C(F)(F)F)c2)CC1,?,-3.6%,nt,0.2%,nt,nt,-1.5%,nt,1.0%,1.0%,27.0
Oc1c(C=Nc2cccc3nsnc23)ccc2ccccc12,-13.9%,9.7%,-1.1%,-0.6%,nt,-0.6%,1.7%,-48.9*,-10.4%,-18.9%,-4.7
Cc1ccc(C)c(NC(=O)CN2C(=O)NC(CCc3ccccc3)C2=O)c1 (stereo not given),24.4%,3.3%,nt,-0.3%,nt,nt,-1.8%,nt,0.3%,2.2%,20.4
CCS(=O)(=O)N1CCC(C(=O)N2CCN(Cc3ccccc3)CC2)CC1,7.7%,4.6%,-2.2%,-0.1%,-17.0%,1.1%,-0.7%,0.6,-3.1%,0.4%,10.4
CCOC(=O)CSC1=C(C#N)C(c2ccccc2OCC)C(C#N)C(=O)N1 (stereo not given),-18.6%,5.1%,0.7%,-0.5%,?,3.2%,-3.2%,9.8,-10.9%,?,-0.2
O=C(N/C=N/OCc1ccc(Cl)cc1Cl)NOCc1c(Cl)cccc1Cl,11.9%,-21.6%,0.9%,nt,1.1%,-3.2%,-0.5%,-3.3,nt,nt,-12.7
COc1ccc(CC(=O)OCC(=O)NC2CCCC(C)C2C)cc1 (stereo not given),5.8%,3.1%,nt,-0.6%,nt,nt,-1.6%,nt,-4.4%,-2.7%,-10.9
O=C(O)CCCN1C(=O)/C(=C/C=C/c2ccco2)SC1=S,-33.5%,?,-18.6%,-0.3%,nt,5.0%,nt,3.0,?,nt,-22.1
COc1ccc(NC(=O)CCc2nc3ccccc3c(=O)[nH]2)cc1S(=O)(=O)N1CCCCC1,-21.9%,-2.4%,nt,-0.3%,nt,nt,-1.8%,nt,-0.1%,-5.2%,-1.0
Cc1cccc(NC(=O)C(C)OC(=O)c2ccccc2NS(=O)(=O)c2cc(C)c(C)c([N+](=O)[O-])c2)c1 (stereo not given),-11.5%,-3.2%,0.5%,-0.1%,-5.4%,1.5%,1.5%,5.5,-8.0%,-4.8%,5.8
O=C1C2C3CCC(O3)C2C(=O)N1c1cccc(O)c1 (stereo not given),-10.4%,4.1%,0.6%,3.9%,1.9%,-7.8%,-3.0%,0.0,2.0%,-1.7%,-14.2
Cc1ccc(-n2nc(C(=O)NCc3ccco3)c3c4ccccc4n(C)c3c2=O)cc1,-12.6%,-17.6%,0.3%,-0.5%,-18.6%,-0.1%,-2.5%,-1.9,2.7%,-5.3%,-4.9
CCCCNC(=O)CCn1c(=O)c2ccccc2n(Cc2cc(C)ccc2C)c1=O,?,-3.0%,-0.8%,-1.2%,-7.8%,1.3%,0.4%,1.8,-3.7%,1.0%,20.3
O=C(N/N=C/c1ccc(O)c(O)c1)c1ccc(CSc2cccc3cccnc23)cc1,-14.8%,?,9.0%,-0.4%,?,0.9%,-5.5%,-2.4,-3.2%,?,4.7
CN(CC(=O)Nc1ccc(F)cc1)c1ccc(S(=O)(=O)N2CCCC2)cn1,15.3%,1.2%,7.4%,0.0%,7.8%,-3.1%,-3.2%,-0.7,2.3%,-0.2%,0.8
CC(C)(C)C1CCC(OCC(O)CN2CCCC2)CC1 (stereo not given),-10.3%,-0.1%,9.6%,-0.1%,10.6%,3.9%,0.7%,2.3,-22.8%,?,3.9
CCCN1CCN(C(=O)c2nn(-c3ccc(OC)cc3)c(=O)c3c2c2ccccc2n3C)CC1,-5.6%,-0.1%,-3.9%,-0.2%,2.2%,-0.2%,-6.2%,0.5,3.8%,?,?
CSc1nnc(Cn2c(=O)sc3ccccc32)n1-c1ccccc1,-1.6%,2.0%,7.6%,0.1%,-7.8%[11.7 µM],1.4%,-3.1%,5.8,1.5%,0.1%,1.4
O=C1C(Cc2ccc(O)cc2)NC(=S)N1Cc1ccccc1 (stereo not given),-34.5%,-1.5%,2.6%,-1.1%,nt,-4.9%,-0.4%,-0.5,0.8%,?,0.3
Cc1ccc(C2C(C(=O)O)c3ccccc3C(=O)N2C)c(C)c1 (stereo not given),-11.4%,-3.3%,-1.8%,-0.3%,1.0%,nt,-12.1%,4.2,-0.2%,1.9%,-2.1
CC1=C(C(N)=O)C(c2ccccc2)n2nc(-c3cccc(C)c3)nc2N1 (stereo not given),-3.0%,-0.5%,-0.1%,0.5%,8.5%,2.5%,-0.2%,1.0,4.0%,?,-19.0

# Not all compounds are listed; count on the stated rates, not on these rows.
